# NR2E3 ag-1 – agonists of human nuclear receptor NR2E3. actives 0.12% (n = 320,000). AID 2300. GST-NR2E3/biotin-RetCOR TR-FRET, 1536-well. inhibition of corepressor binding, % at 4.78 µM;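 active = percent inhibition above the cutoff of mean plus 3 SD of all tested compounds, set per screening campaign, cut at about 20% in these data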;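 note: 0% = DMSO wells and 100% = biotin wells as full block of FRET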
# Target sequence (Q9Y5X4 whole entry, looked up): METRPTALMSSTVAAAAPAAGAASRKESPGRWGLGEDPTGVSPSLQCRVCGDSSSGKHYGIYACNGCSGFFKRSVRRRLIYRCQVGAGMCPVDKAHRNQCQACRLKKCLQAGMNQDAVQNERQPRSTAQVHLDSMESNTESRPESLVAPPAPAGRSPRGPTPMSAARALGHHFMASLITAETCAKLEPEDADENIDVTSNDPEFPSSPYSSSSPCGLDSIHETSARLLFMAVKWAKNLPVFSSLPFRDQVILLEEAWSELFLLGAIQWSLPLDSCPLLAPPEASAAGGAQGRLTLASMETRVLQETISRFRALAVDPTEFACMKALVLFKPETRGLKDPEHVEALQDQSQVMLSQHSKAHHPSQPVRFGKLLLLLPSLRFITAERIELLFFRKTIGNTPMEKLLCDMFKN
#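 Material: NR2E3–RetCOR corepressor complex / Incubation: Compound–protein incubation for 5 h at 4 °C / Dosing: compound at 4.8 µM, single dose / Detection: time-resolved FRET / Benchmarks: high control biotin, low control 0.6% DMSO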
# CF NFkB block – cystic fibrosis NF-kB activation inhibition; KKLEB NF-kB-GFP reporter, PAF-induced, GFP fluorescence overnight; inhibition, % at 5 µM; actives 0.86% (n = 360,000);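 active = at least 50% inhibition at 5 µM, scaled per plate between neutral and stimulator controls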;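 note: PAF is a Pseudomonas aeruginosa culture filtrate used as stimulus; plate controls were PAF-stimulated DMSO wells for no effect and unstimulated DMSO wells for full effect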
# KKLEB tox – counter-screen for CF NF-kB inhibitors: cytotoxicity; activity change (cytotoxicity), % at 5 µM; actives 0.36% (n = 360,000); KKLEB CF airway cells viability, ATPlite luminescence, overnight; hits give low values; cells stimulated with P. aeruginosa culture filtrate;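 active = corrected activity change at or below -50% at 5 µM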
# HIF-2a block – inhibitors of HIF-2a. 786-0 RCC cells HIF-2a reporter, luciferase luminescence, overnight. actives 0.72% (n = 360,000). inhibition, % at 18.8 µM;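 active = inhibition of the luminescence signal of 40% or more relative to plate controls, in a single-dose primary screen at 18.75 µM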
# NR2E3 ag-2 – agonists of human NR2E3 nuclear receptor | Q9Y5X4 | CHO-S Gal4-NCOR/VP16-NR2E3 two-hybrid, luciferase | inhibition of corepressor binding, % at 3.98 µM | actives 0.35% (n = 360,000) | AID 602229;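 active = inhibition above the mean of all tested compounds plus 3 SD, cut at about 70% in these data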;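 note: 0% = DMSO with NR2E3 transfected cells and 100% = cells lacking NR2E3 construct; higher means lower luciferase signal from less NR2E3 corepressor binding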
# EBV LMP1 NFkB – Epstein-Barr LMP1 NF-kappaB reporter inhibition. LMP1-induced NF-kappaB luciferase reporter cells, luminescence. inhibition, % at 12.5 µM. actives 0.69% (n = 350,000). AID 504558; in the data active = inhibition above about 41%;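 note: 0% = neutral control wells and 100% = reference inhibitor control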
# Peg3 prom inh – reduces Peg3 promoter-driven luciferase expression in HeLa | HeLa PEG-Prom luciferase reporter, luminescence, overnight | inhibition, % at 20 µM | actives 1.7% (n = 360,000);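 active = inhibition of at least 50% at 20 µM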
# TRPM1 prom inh – reduces MITF-dependent TRPM1 promoter luciferase signal; SK-MEL-5 TRPM1 promoter luciferase, 24 h; inhibition, % at 12.5 µM; actives 0.83% (n = 330,000);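 active = mean inhibition across replicates of 60% or more, whatever share of single replicates reaches that level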; note: values of inactives mirror those of a sister screen read the other way
# TRAIL sens C8 – sensitizes caspase-8 expressing cells to TRAIL; NB7+C8 cells + TRAIL, ATPlite viability luminescence; inhibition (viability loss, TRAIL sensitization), % at 10 µM; actives 1% (n = 360,000); AID 624354;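 active = compounds causing at least 50% loss of cell viability in the single-dose screen, relative to plate controls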
# Shn3 inh set2 – reduces Shn3 3'UTR luciferase signal in osteoblasts; Clone20 osteoblast Shn3 3'UTR firefly luciferase, 24 h; inhibition, % at 12.5 µM; actives 0.52% (n = 360,000); AID 588674;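 active = mean inhibition of at least 75% with every replicate also reaching 75%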;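 note: 0% = median of neutral control wells and 100% = pilot-screen positive control compound; some compounds past the cut are filed as inactive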
# iPSC survival up – increases survival of single human iPS cells | survival enhancement, % at 20 µM | AID 602274 | hiPSC single-cell survival, ATPlite luminescence; 100% = ROCK inhibitor wells, 0% = DMSO | actives 0.044% (n = 360,000); in the data active = survival enhancement above about 18%;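 note: cells exposed to compounds for 16 hours before the ATP read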
# The depositor's hits bear a star; · = not tested or not shown.
# Every second line gives: NR2E3 ag-1, CF NFkB block, KKLEB tox, HIF-2a block, NR2E3 ag-2, EBV LMP1 NFkB, Peg3 prom inh, TRPM1 prom inh, TRAIL sens C8, Shn3 inh set2, iPSC survival up
CCCCCCCC(=O)Nc1cc(C(=O)NCc2ccc(C)cc2)ccc1N1CCC2(CC1)CC(c1cccc(Br)c1)=NO2
  2.2, -3.6, 2.3, 4.6, -12.7, -8.4, 4.1, -7.7, -21.0, 13.3, -0.9
Cc1c(C(=O)N2CC[C@@H](N3CCC(O)CC3)[C@H](O)C2)[nH]c2ccc(Cl)cc12
  -2.4, -1.1, 3.7, 13.2, -6.4, 1.3, 6.2, -2.1, 10.8, -12.7, 0.1
CC(C)NS(=O)(=O)c1ccc(CCC(=O)NCc2ccc3c(c2)OCO3)cc1
  2.4, -2.5, -14.6, -2.5, 4.6, 0.7, 0.6, 0.4, -7.3, -6.4, 0.4
O=C(NCCNc1ccc([N+](=O)[O-])cc1C(F)(F)F)c1cccc(F)c1
  -2.2, -19.5, -6.7, 3.7, 14.8, -3.9, 30.9, -3.0, 26.7, 44.5, -1.2
CCCCCC1C(C(=O)OCC)C(=O)NC1(C(=O)OCC)C(=O)OCC (configuration not stated)
  ·, -10.8, -1.7, 18.2, -10.0, -7.1, 0.7, 2.8, -4.3, -5.3, 0.3
Cc1nnc(SCC(=O)N2CC(=O)Nc3ccccc32)n1Cc1ccccc1
  0.1, 2.2, 0.8, 2.9, -10.6, 2.1, -2.7, 9.1, 0.8, 3.9, 0.6
Cc1ccc(S(=O)(=O)NCc2ccc3c(c2)cc(C)n3C)cc1
  2.8, 9.1, -23.3, -1.8, -34.0, 6.4, 4.0, -6.5, 9.4, -0.7, -0.2
O=C(CN1CCN(S(=O)(=O)c2ccccc2)CC1)Nc1ccccc1C(=O)NC1CC1
  3.9, 7.2, 8.3, 4.5, -21.5, -1.8, 11.9, -12.3, -1.8, -13.8, -1.5
COc1ccc(S(=O)(=O)N2CCOC2CNC(=O)C(=O)NCCc2ccc(OC)c(OC)c2)cc1 (configuration not stated)
  0.9, -1.4, 2.4, 25.9, -2.1, 16.4, 12.6, -3.7, 29.0, 40.7, -0.7
Cc1c(Cc2ccccc2)sc(NC(=O)C(C)(C)C)c1C(N)=O
  -0.1, 5.9, -10.6, 10.9, 0.1, -4.0, 4.0, -5.7, 3.0, 1.1, 0.8
CC(NC(=O)CN1C(=O)NC2(CCc3ccccc32)C1=O)c1ccccc1 (configuration not stated)
  4.1, 1.3, 12.3, -14.4, -6.9, -5.6, 0.1, 4.3, -1.7, 8.5, -0.3
CC1(c2nnc(-c3cccc(Cl)c3)o2)CC(c2ccccc2)=NO1 (configuration not stated)
  -0.8, -22.3, 12.9, -52.3, 0.8, 0.2, -19.6, -0.6, -23.3, -11.4, 0.6
O=c1oc2ccccc2cc1C1=Nn2c(nnc2-c2cccnc2)SC1
  4.1, -0.3, -1.0, 16.1, -5.6, -0.8, -0.5, 4.5, -10.2, 0.8, -0.8
Cc1ccc(C(C)NC(=O)c2ccncc2)c(C)c1 (configuration not stated)
  -0.6, 11.1, 2.3, 15.2, 3.0, 6.8, 3.1, 5.8, -2.8, 25.9, 1.3
Cc1cc(NC(=O)COC(=O)C2CC(=O)N(c3ccc(C)c(Cl)c3)C2)no1 (configuration not stated)
  -1.6, 10.5, -4.4, 7.1, -22.5, 1.8, 8.3, 6.3, 7.1, -0.9, -0.4
COc1ccc(NC(=O)c2oc3ccccc3c2NC(=O)c2ccco2)cc1
  -0.1, -66.8, 24.6, -79.7, -21.1, 15.5, -4.3, -18.7, 0.0, 9.5, -0.8
O=C(NCCO)/C(=C\c1ccco1)NC(=O)c1cccs1
  -0.6, -2.1, 3.5, 9.2, -11.5, 0.9, 13.8, -7.3, -5.1, 1.8, -4.0
O=C1C(=Cc2cccc(Cl)c2)CCc2ccccc21
  ·, -14.2, -9.3, -115.9, -37.6, ·, -25.2, ·, 9.3, -8.8, -0.8
Cc1ccc(C(=O)O)cc1N1C(=O)CCCC1=O
  -1.1, 15.2, 2.2, -0.9, -2.3, 1.7, 8.1, -26.5, -4.4, -17.0, 1.9
Cc1cccc(C)c1OCC(=O)Nn1c(COc2ccccc2)nc2ccccc2c1=O
  1.7, 2.2, 0.7, -1.6, 5.3, -8.5, -22.8, 2.8, -9.7, 0.4, 2.1
CCOc1cccc(/C=C2/NC(=O)N(CC(=O)Nc3cccc(C)c3)C2=O)c1O
  3.6, 6.6, -9.6, 6.0, 2.3, 8.3, 17.4, 8.0, -7.1, -10.6, -0.5

# Molecules shown so far containing a halogen:
# Every second line gives: NR2E3 ag-1, CF NFkB block, KKLEB tox, HIF-2a block, NR2E3 ag-2, EBV LMP1 NFkB, Peg3 prom inh, TRPM1 prom inh, TRAIL sens C8, Shn3 inh set2, iPSC survival up
CCCCCCCC(=O)Nc1cc(C(=O)NCc2ccc(C)cc2)ccc1N1CCC2(CC1)CC(c1cccc(Br)c1)=NO2
  2.2, -3.6, 2.3, 4.6, -12.7, -8.4, 4.1, -7.7, -21.0, 13.3, -0.9
Cc1c(C(=O)N2CC[C@@H](N3CCC(O)CC3)[C@H](O)C2)[nH]c2ccc(Cl)cc12
  -2.4, -1.1, 3.7, 13.2, -6.4, 1.3, 6.2, -2.1, 10.8, -12.7, 0.1
O=C(NCCNc1ccc([N+](=O)[O-])cc1C(F)(F)F)c1cccc(F)c1
  -2.2, -19.5, -6.7, 3.7, 14.8, -3.9, 30.9, -3.0, 26.7, 44.5, -1.2
CC1(c2nnc(-c3cccc(Cl)c3)o2)CC(c2ccccc2)=NO1 (configuration not stated)
  -0.8, -22.3, 12.9, -52.3, 0.8, 0.2, -19.6, -0.6, -23.3, -11.4, 0.6
Cc1cc(NC(=O)COC(=O)C2CC(=O)N(c3ccc(C)c(Cl)c3)C2)no1 (configuration not stated)
  -1.6, 10.5, -4.4, 7.1, -22.5, 1.8, 8.3, 6.3, 7.1, -0.9, -0.4
O=C1C(=Cc2cccc(Cl)c2)CCc2ccccc21
  ·, -14.2, -9.3, -115.9, -37.6, ·, -25.2, ·, 9.3, -8.8, -0.8

# Screening results (PubChem BioAssay)

# A portion of the library. The share of hits here may be higher or lower than overall.
